Growth percent in the NCI-60 one-dose screen (48 h, 10 µM unless noted): 100 = growth as untreated, 0 = no growth, -100 = all killed.
786-0: 786-0 renal cancer cells; 5.1% of 81,000 active; AID 1794775
RXF 393: RXF 393 renal cancer cells; 6.9% of 77,000 active
TK-10: TK-10 renal cancer cells. 3.9% of 81,000 active. AID 1794769
SN12C: SN12C renal cancer cells | 3.8% of 81,000 active | AID 1794767
CAKI-1: CAKI-1 renal cancer. 4.7% of 75,000 active
A498: A498 renal cancer cells. 5.4% of 76,000 active. AID 1794774
U251: U251 CNS tumor cells; AID 1794753; 5.4% of 80,000 active
UO-31: UO-31 renal cancer | 5.2% of 81,000 active | AID 1794768
ACHN: ACHN renal cancer; 4.9% of 81,000 active
Starred values were filed as active, the others as inactive; / = not tested or not shown. The calls were made as follows: active = growth percent below 10; inactive = the rest. Rows were taken by chance, and some 12% of all compounds hit somewhere here.

Start of the data: the first 3 records, ahead of the listing:
The line under a structure holds: RXF 393	786-0	CAKI-1	A498	U251	UO-31	SN12C	TK-10	ACHN
C=C(C)[C@@H]1CC[C@]2(C)[C@H](CC(=O)[C@@H]3[C@@H]4CC(C)(C)CC[C@]4(C(=O)OC)CC[C@]32C)[C@@]1(C)CCC(=O)OC
  82	90	30	81	/	78	81	102	65
CCCCCCCCC(CO)CCCCCC (stereo not drawn)
  110	98	100	122	104	81	98	101	104
CCCCN(CCC#N)CCCC
  119	102	109	98	106	89	96	100	108

The list itself, from the first entry:
The line under a structure holds: RXF 393	786-0	CAKI-1	A498	U251	UO-31	SN12C	TK-10	ACHN
C=C(C)[C@@H]1CC[C@]2(C)[C@H](CC(=O)[C@@H]3[C@@H]4CC(C)(C)CC[C@]4(C(=O)OC)CC[C@]32C)[C@@]1(C)CCC(=O)OC
  82	90	30	81	/	78	81	102	65
CCCCCCCCC(CO)CCCCCC (stereo not drawn)
  110	98	100	122	104	81	98	101	104
CCCCN(CCC#N)CCCC
  119	102	109	98	106	89	96	100	108
COc1ccc(C(C)=C(c2ccc(OCCN(C)C)cc2)c2ccc(OCCN(C)C)cc2)cc1F
  73	76	91	89	91	88	96	99	102
O=c1[nH]cnc2c1cnn2CN1CCOCC1
  98	107	101	86	94	93	107	105	100
Cc1cc(C)c[n+]([O-])c1
  /	100	96	113	/	87	103	95	105
N#Cc1c(-c2ccc(F)cc2)nc(N=Nc2c(O)[nH]c3ccc(Br)cc23)[nH]c1=O
  102	98	87	/	98	77	99	103	97
CC(C)(C)c1ccc(N)c([N+](=O)[O-])c1
  111	104	96	/	101	89	104	117	113
CC1SC(c2cccc(Oc3ccccc3)c2)N(CCc2cccs2)C1=O (stereo not drawn)
  -91*	-30*	-37*	-57*	-26*	-18*	-86*	-16*	-13*
COc1ccc(OC)c(/C=C/C(=O)CC(=O)/C=C/c2cc(OC)ccc2OC)c1
  118	108	102	/	100	77	98	114	103
O=C1CS/C(=N\c2nc(-c3ccccc3Cl)cc(-c3ccc(Cl)cc3Cl)n2)N1
  111	100	89	101	105	58	99	/	98
O=c1c2ccccc2[nH]c(=S)n1/N=C/c1ccccc1O
  109	111	108	97	100	57	98	107	92
CCOC(=O)C1=C(C)NC(SCc2nc(C)c(C)nc2C)N=C1c1ccc(C#N)cc1 (stereo not drawn)
  107	96	95	107	103	82	98	113	102
C=CCn1c(SCC(=O)c2ccc(Cl)cc2)nnc1-c1c[nH]c2ccccc12
  109	96	93	/	96	71	96	124	93
COc1cc2c3cc1Oc1c(OC)c(OC)cc4c1[C@@H](Cc1ccc(O)c(c1)Oc1ccc(cc1)C[C@@H]3N(C)CC2)N(C)CC4
  68	80	82	109	77	57	84	105	102
O=C(CC1CCCCN1)C(F)(F)F (stereo not drawn)
  120	103	96	94	102	94	109	101	103
C=C(C)[C@@H]1C[C@H](O)Cc2ccc(Cl)c(C)c2N1
  103	109	88	103	103	77	103	107	100
O=C(N/N=C/c1c[nH]c2ccccc12)Nc1ccccc1Cl
  -36*	-41*	16	-8.2*	14	23	1.0*	34	11
Nc1ccc(N)c2c1C(=O)c1c(N)ccc(N)c1C2=O
  90	98	/	100	86	71	92	124	58
COc1ccc(/C=C(\C#N)C(=O)Nc2cccc(Nc3nc(SC)nc(-c4cccc([N+](=O)[O-])c4)c3C#N)c2)cc1OC
  110	106	93	102	/	88	97	176	94
Nc1ccc(CCCC(=O)NCc2cccnc2)cc1
  103	107	104	90	103	99	103	106	105
COc1ccc(C2=CCCCC2)c(OC)c1OC
  98	113	91	57	99	97	98	113	106
O=C1/C(=C/c2cccc([N+](=O)[O-])c2)COc2ccc(O)cc21
  107	15	53	102	2.2*	22	13	87	6.9*
COc1ccc(-c2cc(-c3ccccn3)c(C#N)c(=O)[nH]2)cc1S(N)(=O)=O
  96	93	97	89	103	91	96	92	105
N#Cc1ccc(N2Cc3ccccc3OC3=C2C(=O)c2c(O)ccc(O)c2C3=O)cc1
  -51*	-43*	3.0*	93	10	-81*	-33*	-84*	-60*
O=C1NCC(=O)N(Cc2cccc(O)c2)[C@H]1Cc1ccccc1
  110	103	94	96	94	88	101	98	115
COc1cc(-c2nc3ccccc3s2)cc(CN2CCCCC2)c1O
  97	104	86	68	93	71	98	130	106
CC(C)N(CCOC(=O)c1ccc([N+](=O)[O-])cc1)CCOC(=O)c1ccc([N+](=O)[O-])cc1
  106	95	92	111	101	84	102	105	99
CCn1c(Sc2nnc(NC(=O)CN3CCOCC3)s2)nc2c1c(=O)n(C)c(=O)n2C
  121	102	95	/	99	89	100	99	109
CN(C)c1nc(NCCNS(=O)(=O)c2ccc(C3=Nc4c(N)nc(N)nc4NC(c4ccc(C(F)(F)F)cc4)C3)cc2)nc(Nc2ccc(F)cc2)n1 (stereo not drawn)
  -12*	-35*	63	42	0.1*	85	31	59	58

Going on with the list.
The line under a structure holds: RXF 393	786-0	CAKI-1	A498	U251	UO-31	SN12C	TK-10	ACHN
O=C(NCCCCC(Cl)(Cl)C(=O)O)c1ccccc1
  104	99	101	102	97	88	106	103	107
CC1(C(N)=O)CCC(C(=O)O)C1(C)C (stereo not drawn)
  104	98	99	106	98	86	89	98	102
CCC(=O)c1cccc(-c2ccccc2)c1CC
  120	108	102	69	102	80	93	106	98
COc1ccc(C2=NN(C(=O)COc3ccc(Cl)cc3)C(O)(c3cc(F)c(Cl)cc3Cl)C2)cc1 (stereo not drawn)
  94	82	/	95	104	75	119	90	104
CC(=O)N1N=C2N(Cc3ccccc3)C(=O)c3c(sc4c3CCCC4)N2C1c1cn(-c2ccccc2)nc1-c1ccc(Cl)cc1 (stereo not drawn)
  101	93	101	103	87	/	103	102	97
COc1ccc(N2CCN(c3nc(-c4cc(OC)c(OC)c(OC)c4)nc4ccccc34)CC2)cc1
  93	86	84	80	96	70	90	113	91
S=C(NCN(C1CCCCC1)C1CCCCC1)C(=S)NCN(C1CCCCC1)C1CCCCC1
  106	98	/	114	105	80	107	121	100
O=C(NCc1ccccc1)C(c1ccc(OCCBr)cc1)N(C(=O)CCc1ccc(O)cc1)C1CC1 (stereo not drawn)
  101	95	90	74	87	57	/	92	96
CSc1nc(NC(=O)CCl)cc(=O)[nH]1
  111	116	85	/	86	108	88	89	107
Cc1ccc(S(=O)(=O)Nc2ccc3nc(NC(=O)c4ccco4)sc3c2)cc1
  91	92	76	100	104	63	99	123	93
CCOC(=O)NCC1(c2ccccc2)CCN(Cc2ccccc2)CC1
  115	103	/	/	104	92	102	110	107
CCN(CC)CCCNC(=O)c1c2c(n3ccccc13)C(=O)c1ncccc1C2=O
  -36*	3.2*	12	-73*	-84*	-20*	-56*	-0.1*	-35*
C#Cc1ccc(-n2c(/C=C/c3ccc(OC)c(F)c3)nc3ncccc3c2=O)cc1
  114	102	97	108	95	88	101	125	102
CCCCCCN(CCCCCC)CC(=O)c1ccc2cc(Cl)c3ccccc3c2c1
  106	103	/	/	95	66	100	97	100
Cc1ccc(-c2nc(NS(=O)(=O)c3ccccc3)nc(Cl)c2C#N)cc1
  128	114	99	115	109	89	103	137	112
Nc1c(C(=O)N/N=C/c2ccc(F)c(Oc3ccccc3)c2)cnn1CC(O)c1ccccc1 (stereo not drawn)
  91	90	81	/	75	54	77	75	82
CC(=O)c1ccccc1N
  108	109	97	109	106	83	97	110	100
C[N+](C)(C)C/C=N\N=C\C[N+](C)(C)C
  123	105	96	101	100	86	101	85	101
CC(=O)NS(=O)(=O)c1ccc(N=C=S)cc1
  107	104	102	96	103	94	95	97	94
CC(C)C1CCC(C(C)(C)O)CC1 (stereo not drawn)
  130	106	102	86	104	97	100	110	106
Nc1ccc(Nc2ccc([N+](=O)[O-])cc2S(=O)(=O)O)cc1
  110	106	100	110	108	77	104	96	101
O=C1Nc2ccccc2/C1=C\c1nc(-c2ccc(F)cc2)n2ccccc12
  96	118	74	/	90	47	103	/	85
COC(=O)[C@]1(CCSC)N[C@H](c2cn(-c3ccccc3)nc2C)[C@@H]2C(=O)N(c3ccc(C)cc3)C(=O)[C@@H]21
  133	97	94	77	96	78	101	104	91
CCOC(=O)c1cc(C(=O)OCC)cc(C(=O)OCC)c1
  105	94	94	74	95	86	100	88	106
O=C(CNCCCc1ccccc1)c1ccc(O)c(O)c1
  114	101	91	/	79	47	85	84	94
COc1ccccc1N1CCN(C2=CC(=O)C(C)=C(C)C2=O)CC1
  98	108	104	86	98	94	104	116	110
COc1ccc2c(c1)OC(N(C(C)=O)C(C)=O)=C(C#N)C2c1ccc(F)cc1 (stereo not drawn)
  -2.3*	29	/	13	31	46	51	71	/
Cc1ccc(-c2nc(SCC(=O)Nc3nc(-c4ccccc4)cs3)[nH]c(=O)c2C#N)cc1
  101	99	90	97	98	65	97	131	90
CCN1CCN(Cc2ccc(C(=O)Nc3cccc(-c4cn(-c5ccc6oc(=O)ccc6c5)nn4)c3)cc2C(F)(F)F)CC1
  /	-100*	8.6*	-100*	-100*	-100*	-100*	-100*	-100*
COC(=O)[C@]12CC[C@@H](C(C)=O)[C@@H]1[C@H]1CC[C@@H]3[C@@]4(C)C/C(=C/c5cccnc5)C(=O)C(C)(C)[C@@H]4CC[C@@]3(C)[C@]1(C)CC2
  31	85	51	81	57	57	58	133	32

Part of the list above, reformatted.
canonical_smiles | RXF 393 | 786-0 | CAKI-1 | A498 | U251 | UO-31 | SN12C | TK-10 | ACHN
COC(=O)[C@]1(CCSC)N[C@H](c2cn(-c3ccccc3)nc2C)[C@@H]2C(=O)N(c3ccc(C)cc3)C(=O)[C@@H]21 | 133 | 97 | 94 | 77 | 96 | 78 | 101 | 104 | 91
O=C(NCCCCC(Cl)(Cl)C(=O)O)c1ccccc1 | 104 | 99 | 101 | 102 | 97 | 88 | 106 | 103 | 107
O=C(CC1CCCCN1)C(F)(F)F (stereo not drawn) | 120 | 103 | 96 | 94 | 102 | 94 | 109 | 101 | 103
CCOC(=O)NCC1(c2ccccc2)CCN(Cc2ccccc2)CC1 | 115 | 103 | / | / | 104 | 92 | 102 | 110 | 107
COc1ccc(C2=CCCCC2)c(OC)c1OC | 98 | 113 | 91 | 57 | 99 | 97 | 98 | 113 | 106

Following part
The line under a structure holds: RXF 393	786-0	CAKI-1	A498	U251	UO-31	SN12C	TK-10	ACHN
NS(=O)(=O)c1ccc(C(=O)N=Nc2c(O)[nH]c3c([N+](=O)[O-])cccc23)cc1
  95	100	92	119	95	81	99	98	102
Cc1c(O)ccc2oc(=O)c(C(=O)CSc3nc4ccccc4c(=O)n3-c3ccccc3)cc12
  100	93	94	95	88	68	88	104	98
CCOC(=O)C1=C(C)N=C2SC=C(c3ccc(F)cc3)N2[C@H]1c1cn[nH]c1-c1ccc(F)cc1
  90	94	86	101	92	87	89	97	98
COc1ccc(C(=O)CC2(C#N)C(N)=C(C(N)=O)CC2(C#N)C#N)cc1OC (stereo not drawn)
  122	109	/	99	104	64	88	107	94
CC/C(=C/c1cccc(OC)c1O)c1ccc2cccc(OC)c2[o+]1
  /	98	84	73	107	96	100	129	95
COC(=O)c1ccccc1Br
  110	97	102	104	106	96	92	103	105
CN1C(N2CCN(S(=O)(=O)c3ccccc3)CC2)=NS(=O)(=O)c2ccccc21
  -6.1*	99	104	155	100	72	91	114	106
NC(N)=N/N=C/c1ccc(-c2ccc(-c3ccc(Cl)cn3)s2)cc1
  59	64	82	89	21	78	90	112	92
C/C=C/[C@H](O)[C@H](O)/C=C\c1cccc(OC)c1CO
  108	101	94	112	103	90	98	93	113
CCCC(CC)N(c1ccc(OC)cc1)c1nc(-c2ccc([N+](=O)[O-])cc2)cs1 (stereo not drawn)
  118	93	68	75	91	72	92	95	95
CC1(C)[C@H](C(=O)O)CC[C@]1(C)C(=O)O
  118	108	/	100	99	93	104	99	103
CCN(CC)c1ccc2[nH]c3c(C(N)=O)cc(=O)c(=O)c=3oc2c1
  -25*	15	-33*	46	-4.9*	-29*	-4.5*	2.9*	-8.8*
Cc1cc(N=C2NC(=O)/C(=C/c3cc(C(C)(C)C)c(O)c(C(C)(C)C)c3)S2)n[nH]1
  -39*	12	12	-8.5*	6.8*	17	17	-12*	14
CC(=O)O[C@H]1CC[C@@]2(C)[C@H](CC[C@@H]3[C@@H]2CC[C@]2(C)[C@@H]4[C@H](C[C@@H]32)O[C@]2(CC[C@@H](C)CO2)[C@H]4C)C1
  /	102	95	110	103	97	99	108	92
CC(N)C(=O)OC(C)(C)Cc1ccc(Cl)cc1 (stereo not drawn)
  112	82	79	118	99	73	92	100	96
Cc1nc(-c2ccccc2)cc2c(O)c(C(=O)N/N=C/Cc3ccccc3)[nH]c(=O)c12
  127	103	111	95	99	95	104	109	104
Cc1cccc2c(C(=O)c3ccc4c(c3)Sc3cc(C(=O)c5ccn6c(C)cccc56)ccc3N4)ccn12
  59	88	/	106	84	99	105	110	99
Cc1ccc(NC(=O)Nc2ccc(Nc3ncnc4sc5c(c34)CCOC5)cc2)cc1Cl
  96	110	92	90	88	79	102	103	95
Clc1ccc(-c2ccccc2)nn1
  128	96	102	97	108	90	100	99	97
CC(C)Cn1cnc2c(SCc3ccc(Cl)cc3)nc(N)nc21
  85	81	69	73	92	81	85	84	90
COc1cccc(/C=C/c2c(C(=O)O)cccc2[N+](=O)[O-])c1OC
  108	99	94	88	96	87	103	/	100
COc1ccc(-c2c(C#N)cnc(C)c2C)c(O)c1OC
  87	101	98	/	100	92	111	111	100
N#Cc1ncc(Br)c(N[C@@H]2C[C@H]3CC[C@@H]2C3)n1
  88	100	103	87	94	83	100	94	101
C=CCn1c(SCC(=O)Nc2cccc(C(=O)/C=C/c3ccc(C)cc3)c2)nc2ccccc2c1=O
  78	99	80	86	72	64	91	105	90

Screens: PubChem, NCI
